Assay outcomes deposited in PubChem by several laboratories.
PLAP inhibitors HTS: inhibition of human placental alkaline phosphatase – biochemical, luminescence, HTS (AID 690); purified PLAP, luminescent substrate; higher % means a stronger effect; inhibition, % at 20 µM, or IC50 in µM where a hit was titrated; 0.08% of 96,000 active; in the data active = a potency from the dose series; inactive = the rest, 99 in 100 with inhibition below about 30%; also: strong numbers were not always called active
Bcl-B TR3 displacers: displacers of TR3 peptide from Bcl-B, primary screen, selectivity assay for Bfl-1 inhibitor project, biochemical, fluorescence polarization | FP displacement of FITC-TR3 peptide from Bcl-B; higher % means a stronger effect | 0.11% of 96,000 active | AID 748 | one-dose displacement, % at 20 µM; IC50 in µM for titrated hits;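 active = displacement above 50% at 20 µM plus a fluorescence interference ratio under 1.5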;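 also: plate controls were wells without compound for no effect and wells lacking Bcl-B protein for full effect; a part of the inactive calls stands beside numbers as strong as those of hits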
MRP reversal: reverses drug resistance mediated by MRP; H69AR cells + 2 uM doxorubicin, CellTiter-Glo, 72 h; differential viability (reversal), % at 10 µM; 0.04% of 85,000 active; AID 602;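 active = viability drop by adding the cancer drug above about 55%, with treated viability meeting a 40% cutoff, limit read from the data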;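 also: viability without doxorubicin minus viability with 2 µM doxorubicin for each compound; larger differential means the compound sensitizes cells more to doxorubicin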
NFkB transloc inh: blocks IL-1B driven NFkB nuclear translocation in HUVEC cells; HUVEC IL-1B NFkB p65 nuclear translocation imaging; 0.43% of 94,000 active; inhibition, % at 2 µM;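 active = inhibition above about 30% together with a positive call from visual inspection of the well image, limit read from the data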;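 also: nuclear over cytoplasmic p65 intensity ratio measured by imaging; 0% = IL-1B stimulated DMSO wells and 100% = unstimulated DMSO wells; values of inactives mirror those of a sister screen read the other way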
IL1B NFkB pot: enhances IL-1B driven NFkB nuclear translocation; HUVEC IL-1B NFkB p65 nuclear translocation imaging; activation, % at 2 µM; 0.3% of 94,000 active;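 active = activation above 40%, about the mean plus 3 SD, also judged a hit on visual image review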;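 also: percent activation is computed from the nuclear over cytoplasmic p65 intensity ratio; values of inactives mirror those of a sister screen read the other way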
MRP reversal cytotoxicity: also measured in MRP reversal; calls as there; viability, %; H69AR cells, CellTiter-Glo, 72 h; measured here: cytotoxicity without doxorubicin
MRP reversal with doxorubicin: further read-out of MRP reversal, marked with its call; viability, %; measured here: viability with 2 uM doxorubicin; stronger effect = lower value
NFkB transloc inh cell count 2 µM: recorded beside NFkB transloc inh, whose call it bears; cell count; measured here: cells passing quality filter;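 raw number of nuclei counted in each imaged well without normalization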
IL1B NFkB pot cell count 2 µM: also measured in IL1B NFkB pot; calls as there; cell count; measured here: cells passing quality filter
* = called active by the depositor; . = not tested or not shown. Only part of the results is shown; rates above refer to the full screens.

entry	smiles	PLAP inhibitors HTS	Bcl-B TR3 displacers	MRP reversal	MRP reversal cytotoxicity	MRP reversal with doxorubicin
1	COc1ccc(N2CCN(/C(=N\S(=O)(=O)c3ccccc3)Nc3nc(C)cc(C)n3)CC2)cc1	-12%	-7%	17	93	76
2	Cn1cccc1C(=O)OCC(=O)Nc1ccc2c(c1)CCC2	24%	4%	-1	105	106
3	O=C(NCCCN1CCOCC1)NC12CC3CC(CC(C3)C1)C2	-9%	-5%	-2	84	85
4	Cc1nnc(SCC(=O)Nc2ncc3c(n2)CC(C)(C)CC3=O)s1	-12%	-1%	16	95	79
5	O=C(NC1CC1)C1CCCN1S(=O)(=O)c1ccc2ccccc2c1 (configuration not stated)	3%	-5%	-14	18	32
6	COc1ccc2c(c1)c(=O)oc1cc(OCC(=O)N3CCC(C)CC3)ccc12	-25%	32µM*	7	79	72
7	Cc1cc(C)c(C#N)c(SC2CCCCC2=O)n1 (configuration not stated)	-7%	-1%	3	96	92
8	O=S(=O)(CCc1nc2ccccc2s1)c1ccc2ccccc2c1	-16%	-2%	1	91	90
9	CC1(C)Cc2nc(N3CCOCC3)c(C#N)cc2CO1	0%	1%	16	92	75
10	CCOc1ccc(C(=O)Nc2nnc(C)s2)cc1OCC	13%	-3%	13	88	75
11	COC(=O)c1ccc(-c2ccco2)n1Cc1cccc(C)c1	33%	-52%	-17	75	92
12	C/C(Cl)=C/Cn1c(SC(C)C)nc2c1c(=O)[nH]c(=O)n2C	-33%	0%	20	59	39
13	CCOCc1nnc(NC(=O)c2cccs2)s1	-6%	-2%	-1	78	79
14	Cc1ccc2cc(COC(=O)c3ccco3)c(=O)[nH]c2c1	-2%	-14%	0	96	95
15	Cn1c(N)c(C(=O)COC(=O)c2ccco2)c(=O)n(C)c1=O	2%	-2%	6	95	89

entry	NFkB transloc inh	NFkB transloc inh cell count 2 µM	IL1B NFkB pot	IL1B NFkB pot cell count 2 µM
1	-37	137	37	137
2	4	185	-4	185
3	.	.	.	.
4	-16	80	16	80
5	0	109	0	109
6	-9	139	9	139
7	1	181	-1	181
8	-8	120	8	120
9	-10	134	10	134
10	0	120	0	120
11	-24	185	24	185
12	11	107	-11	107
13	2	123	-2	123
14	0	173	0	173
15	2	160	-2	160

9 structures from above, sorted by heavy-atom count, largest number first.
entry	smiles	PLAP inhibitors HTS	Bcl-B TR3 displacers	MRP reversal	MRP reversal cytotoxicity	MRP reversal with doxorubicin
1	COc1ccc(N2CCN(/C(=N\S(=O)(=O)c3ccccc3)Nc3nc(C)cc(C)n3)CC2)cc1	-12%	-7%	17	93	76
6	COc1ccc2c(c1)c(=O)oc1cc(OCC(=O)N3CCC(C)CC3)ccc12	-25%	32µM*	7	79	72
5	O=C(NC1CC1)C1CCCN1S(=O)(=O)c1ccc2ccccc2c1 (configuration not stated)	3%	-5%	-14	18	32
3	O=C(NCCCN1CCOCC1)NC12CC3CC(CC(C3)C1)C2	-9%	-5%	-2	84	85
15	Cn1c(N)c(C(=O)COC(=O)c2ccco2)c(=O)n(C)c1=O	2%	-2%	6	95	89
12	C/C(Cl)=C/Cn1c(SC(C)C)nc2c1c(=O)[nH]c(=O)n2C	-33%	0%	20	59	39
9	CC1(C)Cc2nc(N3CCOCC3)c(C#N)cc2CO1	0%	1%	16	92	75
7	Cc1cc(C)c(C#N)c(SC2CCCCC2=O)n1 (configuration not stated)	-7%	-1%	3	96	92
13	CCOCc1nnc(NC(=O)c2cccs2)s1	-6%	-2%	-1	78	79

entry	NFkB transloc inh	NFkB transloc inh cell count 2 µM	IL1B NFkB pot	IL1B NFkB pot cell count 2 µM
1	-37	137	37	137
6	-9	139	9	139
5	0	109	0	109
3	.	.	.	.
15	2	160	-2	160
12	11	107	-11	107
9	-10	134	10	134
7	1	181	-1	181
13	2	123	-2	123

The listing picks up, repeating the two entries before the break.
entry	smiles	PLAP inhibitors HTS	Bcl-B TR3 displacers	MRP reversal	MRP reversal cytotoxicity	MRP reversal with doxorubicin
14	Cc1ccc2cc(COC(=O)c3ccco3)c(=O)[nH]c2c1	-2%	-14%	0	96	95
15	Cn1c(N)c(C(=O)COC(=O)c2ccco2)c(=O)n(C)c1=O	2%	-2%	6	95	89
16	O=c1cc(N2CCN(c3cccc(Cl)c3)CC2)[nH]c(=O)n1C1CCCCC1	14%	-2%	.	.	.
17	O=C(Nc1cc(-c2nn(CC(=O)N3CCCCC3)c(=O)c3ccccc23)ccc1N1CCOCC1)c1ccc(Cl)cc1	-7%	43%	13	93	80
18	COC(=O)c1[nH]c2ccccc2c1NC(=O)CCN1CCSCC1	-8%	8%	-5	88	94
19	COCCn1c(=S)[nH]c2cc(C(=O)N3CCN(c4ccccc4OC)CC3)ccc2c1=O	-15%	-13%	16	78	62
20	CC(CC(=O)O)CC1=NS(=O)(=O)c2ccccc2N1 (configuration not stated)	9%	-2%	1	98	97
21	CCCCn1c(N)c(N(CCOC)C(=O)CSc2nc3ccc(C)cc3[nH]2)c(=O)[nH]c1=O	-11%	-1%	-1	93	94
22	CCOC(=O)C(CC)Sc1nc2c(c(=O)[nH]c(=O)n2C)n1CCc1ccccc1 (configuration not stated)	-183%	6%	-4	72	76
23	O=C(O)COc1ccc(NC(=O)c2cccs2)cc1	.	.	9	90	81
24	CCCn1c(SCC(=O)c2ccc3c(c2)OCCO3)nnc1C(C)C	-26%	4%	-13	72	86
25	c1ccc(-c2nnc(SCc3nc4ccccc4[nH]3)o2)cc1	-20%	-4%	.	.	.
26	CC1=C(C(=O)Nc2ccccn2)C(c2ccc(Br)cc2)n2ncnc2N1 (configuration not stated)	1%	7%	11	100	89
27	CCOC(=O)C1CCCN(C(=O)c2cnn3c(C(F)F)cc(-c4ccc(C)cc4)nc23)C1 (configuration not stated)	-57%	2%	8	67	60
28	CCOc1cc(C#N)c(NC(=O)c2ccnn2C)cc1OCC	10%	2%	4	83	79
29	COc1ccc(S(=O)(=O)N2CCCC(C(=O)NCc3ccccn3)C2)cc1Cl (configuration not stated)	-18%	5%	12	87	75
30	CC1(C)CC2(CCO1)OC(=O)CC2C(=O)Nc1cccc2ccccc12 (configuration not stated)	-38%	-3%	.	.	.

entry	NFkB transloc inh	NFkB transloc inh cell count 2 µM	IL1B NFkB pot	IL1B NFkB pot cell count 2 µM
14	0	173	0	173
15	2	160	-2	160
16	.	.	.	.
17	-12	166	12	166
18	13	209	-13	209
19	1	131	-1	131
20	.	.	.	.
21	-7	102	7	102
22	-9	136	9	136
23	2	85	-2	85
24	9	194	-9	194
25	-22	105	22	105
26	1	114	-1	114
27	7	191	-7	191
28	.	.	.	.
29	-16	110	16	110
30	0	165	-1	165

(continued)
entry	smiles	PLAP inhibitors HTS	Bcl-B TR3 displacers	MRP reversal	MRP reversal cytotoxicity	MRP reversal with doxorubicin
31	O=C(Nc1nc2c(s1)CCc1ccccc1-2)c1ccco1	19%	0%	2	75	72
32	C/C(CC(=O)Nc1ccccc1Br)=N\NC(=O)C(=O)N1CCCC1	-20%	1%	.	.	.
33	Cc1cccc(CN2CCN(CC(=O)O)C2=O)c1	.	-2%	2	100	98
34	CS(=O)(=O)N(CC(=O)NCc1ccc2c(c1)OCO2)c1ccccc1	0%	-5%	7	89	81
35	O=C(CCCNS(=O)(=O)c1cccs1)N1CCc2ccccc2C1	-7%	-8%	14	96	82
36	COc1ccc(C2(CNC(=O)c3ccc(Br)o3)CCOCC2)cc1	-4%	-2%	15	86	71
37	CCSc1nnc(-c2cccs2)o1	26%	0%	.	.	.
38	CCN(CC)S(=O)(=O)c1cccc(-c2nnc(SCCOc3ccccc3C)o2)c1	12%	-5%	.	.	.
39	CCOC(=O)C1=C(C)N(C)C(=S)NC1c1ccccc1Cl (configuration not stated)	-1%	-3%	.	.	.
40	Cc1cccc2cc(CN(CC3CCCO3)C(=O)c3cnccn3)c(=O)[nH]c12 (configuration not stated)	-29%	-14%	16	103	87
41	COC(=O)c1c(-n2cnnn2)sc(C)c1C	0%	-10%	1	89	88
42	O=C(CC1(O)C(=O)N(CCc2ccccc2)c2ccccc21)c1ccco1 (configuration not stated)	7%	22%	-10	51	61
43	Cc1cccc(OCc2nc(C)cc(=O)[nH]2)c1	7%	-11%	17	96	79
44	CC1CCN(C(C(=O)Nc2ccc(C(C)C)cc2)c2ccc3c(c2)OCO3)CC1 (configuration not stated)	-95%	9%	13	82	69
45	Cc1ccc(C(=O)Nc2nccc(-c3cccs3)n2)cc1	27%	-8%	.	.	.

entry	NFkB transloc inh	NFkB transloc inh cell count 2 µM	IL1B NFkB pot	IL1B NFkB pot cell count 2 µM
31	-5	139	5	139
32	-2	116	2	116
33	-16	133	16	133
34	-16	162	15	162
35	.	.	.	.
36	2	108	-2	108
37	-12	117	12	117
38	.	.	.	.
39	12	133	-12	133
40	-5	161	5	161
41	5	161	-5	161
42	.	.	.	.
43	-2	123	2	123
44	-5	59	5	59
45	-1	169	1	169

(next part)
entry	smiles	PLAP inhibitors HTS	Bcl-B TR3 displacers	MRP reversal	MRP reversal cytotoxicity	MRP reversal with doxorubicin
46	c1ccc2c(c1)NC1(CCCCCC1)n1c-2nc2ccccc21	20%	3%	5	102	97
47	Cc1ccc(Cl)cc1-n1c(=O)cc(N2CCN(C(=O)c3ccco3)CC2)[nH]c1=O	.	.	-10	92	102
48	Cc1ccc(N=Cc2c(O)n(C)c(=O)n(C)c2=O)nc1	4%	8%	-14	88	102
49	Cc1ccc(Cl)cc1NC(=O)Cn1cc2c(n1)CCCC2	15%	1%	8	94	87
50	Cc1sc2c(c1C)C(=O)NC(c1cccc(O)c1)N2 (configuration not stated)	9%	2%	1	86	86
51	Cn1cccc1-c1nc2ccc(NC(=O)c3ccccc3)cc2[nH]1	29%	3%	-30	47	77
52	O=C(CSC1=NCCS1)Nc1ccc(S(=O)(=O)N2CCCCCC2)cc1	-23%	-3%	.	.	.
53	COc1cc(C2c3c(oc4ccc(Cl)cc4c3=O)C(=O)N2Cc2ccco2)cc(OC)c1OC (configuration not stated)	1%	5%	4	103	99

entry	NFkB transloc inh	NFkB transloc inh cell count 2 µM	IL1B NFkB pot	IL1B NFkB pot cell count 2 µM
46	4	170	-3	170
47	-15	130	15	130
48	-12	170	12	170
49	-24	194	24	194
50	10	127	-10	127
51	-11	171	11	171
52	16	63	-16	63
53	.	.	.	.
